Cardiac RTF inh – cardiac RTF calcium desensitization; P19429+P45379; IANBD-labeled cardiac RTF, Ca2+ fluorescence; inhibition, % at 7.15 µM; 340,000 tested, 0.12% active;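 active means inhibition above the mean inhibition of all tested compounds plus 3 SD, cut at about 17% in these data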;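 further: assay run at fixed EC70 calcium of 1.6 mM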
PvdQ inh – blocks Pseudomonas aeruginosa PvdQ acylase activity; 340,000 tested, 0.063% active; AID 488965; purified PvdQ acylase, fluorescence plate reader; inhibition, % at 10 µM; in the data active means inhibition above about 30%, passing the limit was not always enough;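 further: 0% = vehicle neutral wells and 100% = reference inhibitor wells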
SUMO Mot1 rescue – blocks SUMOylation pathway, rescuing yeast Mot1-301 growth; S. cerevisiae Mot1-301 growth rescue, ATP luminescence, 38.5C; percent above DMSO median, 100 means doubled; growth rescue, % at 18.8 µM; 320,000 tested, 1% active;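 active means every valid replicate shows activation above 250% relative to neutral control wells; inactive means the rest, any valid replicate at or below 250%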;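 further: OY570 slx delta 5 strain wells were the positive control but not used for scaling; some compounds called inactive have numbers as strong as hits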
NSD2 inh – blocks human histone methyltransferase NSD2. NSD2 peptide methylation, AlphaScreen, 120 min. O96028. 310,000 tested, 0.54% active. inhibition, % at 12.5 µM; in the data active means inhibition above about 50%
Rtt109 Vps75 – blocks Candida albicans Rtt109/Vps75 acetyltransferase activity; purified Rtt109/Vps75, ThioGlo CoA-SH fluorescence, 4 h; inhibition, % at 34.9 µM; 330,000 tested, 0.16% active; AID 540336;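 active means inhibition of at least 50% in every replicate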
Target sequence (Q5AAJ8 whole entry, looked up): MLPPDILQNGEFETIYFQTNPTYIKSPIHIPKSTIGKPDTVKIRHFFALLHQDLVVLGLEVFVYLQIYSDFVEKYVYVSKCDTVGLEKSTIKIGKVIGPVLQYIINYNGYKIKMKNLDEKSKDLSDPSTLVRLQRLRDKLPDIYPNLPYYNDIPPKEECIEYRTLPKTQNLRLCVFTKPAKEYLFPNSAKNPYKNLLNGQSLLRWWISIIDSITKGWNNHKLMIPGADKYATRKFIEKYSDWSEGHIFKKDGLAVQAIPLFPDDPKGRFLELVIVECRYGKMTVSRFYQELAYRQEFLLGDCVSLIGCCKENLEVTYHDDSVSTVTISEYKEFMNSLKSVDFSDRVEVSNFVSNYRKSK
PfHsp90 yeast 2 – inhibits growth of yeast expressing Plasmodium falciparum Hsp90 | inhibition, % at 9.4 µM | S. cerevisiae expressing PfHsp90, BacTiter-Glo ATP, 48 h; yeast lacking PDR1 and PDR3 efflux regulators | AID 504621 | 310,000 tested, 0.32% active;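 active means every replicate shows inhibition above about 80%, whatever the replicate mean, limit read from the data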;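 further: 0% = DMSO neutral controls and 100% = 20 µM radicicol positive controls; yeast relying on Plasmodium falciparum Hsp90 in place of its own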
CDK5 p35 inh – blocks human CDK5/p35 kinase activity; Q00535+Q15078; Recombinant CDK5/p35, ADP-Glo luminescence, 60 min; inhibition, % at 10 µM; 330,000 tested, 0.01% active;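 active means highest replicate inhibition of at least 50% and at least 75% of replicates reaching 50%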;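 further: plate controls were DMSO neutral control for no effect and GW8510 at 10 µM for full effect; many of its hits are not listed in these tables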
Target sequence (Q00535 whole entry, looked up): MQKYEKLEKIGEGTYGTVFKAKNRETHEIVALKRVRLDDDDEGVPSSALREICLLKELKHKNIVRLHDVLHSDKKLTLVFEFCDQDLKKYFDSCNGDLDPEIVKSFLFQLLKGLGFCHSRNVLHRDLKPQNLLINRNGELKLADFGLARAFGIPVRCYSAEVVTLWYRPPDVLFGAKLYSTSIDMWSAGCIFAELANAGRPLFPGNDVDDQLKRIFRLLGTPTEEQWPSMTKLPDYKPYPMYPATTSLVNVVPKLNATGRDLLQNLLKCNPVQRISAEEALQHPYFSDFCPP
Target sequence (Q15078 whole entry, looked up): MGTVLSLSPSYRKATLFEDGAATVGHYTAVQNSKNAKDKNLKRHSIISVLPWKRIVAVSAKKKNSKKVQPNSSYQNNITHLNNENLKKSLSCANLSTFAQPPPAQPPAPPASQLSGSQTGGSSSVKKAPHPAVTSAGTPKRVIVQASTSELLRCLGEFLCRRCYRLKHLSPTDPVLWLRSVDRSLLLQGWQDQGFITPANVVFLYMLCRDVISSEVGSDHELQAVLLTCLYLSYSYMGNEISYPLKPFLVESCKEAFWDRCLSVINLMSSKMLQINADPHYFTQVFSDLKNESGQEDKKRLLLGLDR
RTF Ca sens act – increases calcium sensitivity of human cardiac regulated thin filaments. P19429+P45379. IANBD-labeled TnC RTF fluorescence at EC20 calcium; 0% EC20 calcium, 100% full calcium. activation, % at 7.2 µM. 340,000 tested, 0.24% active;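 active means activation above the mean over all tested compounds plus 3 SD, cut at about 30% in these data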;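 further: rise in fluorescence read as greater calcium sensitivity of cardiac thin filaments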
dFosB activator – activators of mouse delta FosB homodimer. P13346. purified delta FosB, TAMRA-CDK5 oligo fluorescence polarization; percent of positive-control signal above neutral wells. activation, % at 25 µM. 340,000 tested, 0.99% active;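 active means mean activation above about 17%, with every replicate also reaching it, limit read from the data, passing the limit was not always enough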;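 further: fluorescence polarization rise as delta FosB binds a TAMRA Cdk5 AP-1 oligo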
C-LANA FP – inhibitors of KSHV LANA C-terminal domain DNA binding. AID 504423. 340,000 tested, 0.078% active. MBP-C-LANA/FAM-LBS DNA binding, fluorescence polarization. inhibition, % at 9 µM;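 active means highest replicate inhibition at or above 60% at 9 µM, even if other replicates fall short; inactive means all replicates below 60% inhibition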;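 further: 0% = neutral control wells and 100% = 4 µM acridine orange control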
Keap1-Nrf2 PPI – Keap1-Nrf2 (human) interaction inhibition; Q14145; Keap1 Kelch-Nrf2 peptide fluorescence polarization, 1536-well; inhibition, % at 9.4 µM; 340,000 tested, 0.15% active; AID 504523; in the data active means inhibition above about 12%;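 further: human Keap1 Kelch domain with fluorescein labeled Nrf2 9mer peptide probe; 0% = neutral control wells and 100% = peptide positive control; higher means more block of Keap1 binding to Nrf2 peptide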
* hit, by the source's call; · = no result given.

SMILES	Cardiac RTF inh	PvdQ inh	SUMO Mot1 rescue	NSD2 inh	Rtt109 Vps75	PfHsp90 yeast 2	CDK5 p35 inh	RTF Ca sens act	dFosB activator	C-LANA FP	Keap1-Nrf2 PPI
COc1cccc(CN(C(=O)c2ccccc2Br)C2CCS(=O)(=O)C2)c1 (centres undefined)	-4	-7	-19	-3	0	36	-3.3	1	-9	0.5	-7
O=C(C1CC1)N1N=C(C2CCCCC2)CC1(O)C(F)(F)F (centres undefined)	9	4	-16	25	11	-12	0.7	-2	2	0.5	3
CNC(=O)c1ccsc1NC(=O)c1ccc(S(=O)(=O)N2CCc3ccccc32)cc1	-8	-17	-12	·	3	-22	-1.9	-5	-5	0.2	1
Cc1cc(NC(=O)CSc2nnc(-c3cccs3)n2N)no1	-7	-14	12	-2	-6	-6	-1.4	3	0	-0.1	-1
CCn1c2ccccc2c2cc(NC(=O)c3ccco3)ccc21	-1	-3	13	·	10	6	-0.2	6	-16	3.0	-5
Cc1ccccc1OCCC(=O)N1CCN(S(=O)(=O)c2ccc(F)cc2)CC1	-7	-9	-5	-1	-8	21	0.1	-2	-7	-0.8	2
CN(C)S(=O)(=O)c1cccc(NC(=O)CN2C(=O)NC(Cc3c[nH]c4ccccc34)C2=O)c1 (centres undefined)	·	17	-1	5	-2	-3	-0.4	·	-8	-0.5	-5
Cc1oc(S(=O)(=O)N(C)C)cc1C(=O)Nc1ccc(F)cc1	4	8	-15	-3	1	2	1.0	1	-2	0.2	-6
CCn1c(=O)c2cc(C(=O)N(C)c3cc(C)ccc3OC)sc2c2ccccc21	-16	9	-17	-10	10	20	8.0	-2	-37	7.6	-4
CC(CCn1cccn1)NC(=O)CCc1nnc(CCc2ccccc2)o1 (centres undefined)	9	-8	-13	0	·	-2	-2.6	-10	-4	-1.6	-2

An excerpt of these results, bar-delimited:
Molecule | Cardiac RTF inh | PvdQ inh | SUMO Mot1 rescue | NSD2 inh | Rtt109 Vps75 | PfHsp90 yeast 2 | CDK5 p35 inh | RTF Ca sens act | dFosB activator | C-LANA FP | Keap1-Nrf2 PPI
Cc1cc(NC(=O)CSc2nnc(-c3cccs3)n2N)no1 | -7 | -14 | 12 | -2 | -6 | -6 | -1.4 | 3 | 0 | -0.1 | -1
CCn1c2ccccc2c2cc(NC(=O)c3ccco3)ccc21 | -1 | -3 | 13 | · | 10 | 6 | -0.2 | 6 | -16 | 3.0 | -5

(further entries)
SMILES	Cardiac RTF inh	PvdQ inh	SUMO Mot1 rescue	NSD2 inh	Rtt109 Vps75	PfHsp90 yeast 2	CDK5 p35 inh	RTF Ca sens act	dFosB activator	C-LANA FP	Keap1-Nrf2 PPI
Cc1ccc2c(c1)/C(=C/c1ccccc1C)C(=O)N2	-6	9	87	-1	9	-32	2.0	-1	-16	-2.4	4
CC(C)c1ccc(NC(=O)C(c2ccccc2)N(Cc2ccco2)C(=O)CC2NC(=O)NC2=O)cc1 (centres undefined)	-1	1	3	5	1	-106	-0.2	1	-9	-1.2	1
COC(=O)c1sc(S(=O)(=O)NCCCN(C)C)c(C(=O)OC)c1C	-1	-15	35	1	-2	8	-4.2	6	0	1.0	-3
OCc1cc(Br)ccc1OCc1nc2ccccc2s1	-4	-11	8	0	8	-11	-5.4	-2	-3	1.0	-2
CC(C)(C)OC(=O)NCCCCCc1nnc(SCc2cccc(F)c2)o1	3	4	-15	6	8	-6	-2.4	3	-9	0.3	-4
Nc1nc(SCC(=O)C23CC4CC(CC(C4)C2)C3)n[nH]1	-5	-8	-19	-1	-19	5	0.3	3	-2	4.0	-6
CN(C(=O)COC(=O)CN1C(=O)c2cccc([N+](=O)[O-])c2C1=O)c1ccccc1	-3	11	-17	-1	2	-9	-1.0	-1	-8	0.1	2
CCOC(=O)c1cc(CC)sc1NC(=O)COC(=O)c1cnccn1	3	1	384	-2	0	-7	0.4	2	7	-0.9	-3
NS(=O)(=O)c1ccc(CCNC(=O)COC(=O)Cc2ccc([N+](=O)[O-])cc2)cc1	-3	-10	-17	-1	0	·	0.9	-3	-8	0.0	1
O=C(CSc1nnc(-c2ccc(Cl)cc2)o1)N1CCOCC1	-6	4	45	-3	46	8	-1.0	-7	-3	-2.1	0
O=C(NCC(=O)N1CCCC(C(F)(F)F)C1)c1ccc(Br)o1 (centres undefined)	4	-12	-11	-1	-2	4	1.8	4	-4	-0.1	-2
O=C(CCl)N1CCN(CC(=O)N2CCCC2)CC1	0	-18	126	-1	4	-13	0.3	-2	3	-2.2	-2
O=C1CCCN1c1ncc(S(=O)(=O)c2ccc([N+](=O)[O-])cc2)s1	-3	-9	-19	-1	-5	·	0.0	3	2	-0.9	2
CCN(CC(=O)NCc1ccc(Cl)cc1)C(=O)c1cc(OC)cc(OC)c1	4	-7	7	-5	-4	3	-4.1	-6	-4	-0.6	-3
O=C(c1ccco1)N1CCN(Cc2cc(=O)c(OCc3c(F)cccc3Cl)co2)CC1	-3	-8	-18	2	0	·	-0.1	7	-13	-0.9	-4
C=C[C@@H]1c2ccccc2N(S(=O)(=O)c2ccc(C)cc2)[C@H](c2ccc(C(=O)OC)cc2)C1(C#N)C#N	-1	-20	-32	·	3	-34	2.2	0	2	-0.6	-6
N#Cc1ccc(NC(=O)COC(=O)c2cccnc2Cl)cc1	-4	1	53	-4	1	-1	0.5	-6	-5	-1.0	4
O=C(CN1CCCC1=O)NC1(C(F)(F)F)NC(=O)N(Cc2ccccc2)C1=O (centres undefined)	3	7	14	3	36	-10	1.5	-10	10	0.0	-1
COc1ccc(Br)cc1CN(C)CC(=O)Nc1ccccc1Cl	-24	14	14	0	-2	-8	2.1	-2	-1	-0.2	-1
Cc1nn(C)c(C)c1NC(=S)Nc1ccc(S(=O)(=O)Nc2ncccn2)cc1	-1	-4	3	3	-11	12	1.8	-4	-1	-1.4	-2
CCOC(=O)Cc1csc(NC(=O)CSc2nc(C)cc(C)n2)n1	5	7	3	-2	1	26	2.0	-2	3	-0.7	3
COc1cccc(C2NC(=O)c3sc(=S)n(-c4ccccc4)c3N2)c1 (centres undefined)	5	-18	-2	2	24	14	2.1	-5	-1	-0.5	-4
Cc1ccc(-n2nnnc2SCC(=O)N2CCc3ccccc3C2)c(C)c1	-5	0	8	-9	4	13	-1.1	4	4	-1.3	-3
COc1cccc(NC(=O)c2ccc3c(O)c(S(=O)(=O)c4ccccc4)c(=O)[nH]c3c2)c1	0	-10	-9	1	6	-18	2.0	-2	-10	0.2	-10
Cc1ccc(-c2ocnc2C(=O)Nc2ccccc2NC(=O)c2ccccn2)cc1	5	-11	-9	-1	3	14	0.7	5	-13	-0.4	4
CC(C)CCN=Cc1c(O)n(-c2ccccc2)c(=O)c2ccccc12	-2	-11	12	-9	-10	-1	-3.0	0	-13	-0.2	2
COc1cccc(CN(C)CC2CCCN(CCc3ccc(Cl)cc3)C2)c1OC (centres undefined)	-1	-1	535*	21	4	-11	0.4	-1	-15	1.8	2
CCOc1ccc(-n2cc(-c3ccccc3)c3c(=S)nc[nH]c32)cc1	-5	5	-11	-2	4	-39	0.4	-2	-9	-0.3	-5
S=C1NC(C23CC4CC(CC(C4)C2)C3)=CC(c2ccc3c(c2)OCO3)N1 (centres undefined)	-9	-5	5	-2	8	·	1.3	-2	0	-1.0	0
CSCCC1C(C#N)=C(N)Oc2n[nH]c(-c3cccs3)c21 (centres undefined)	-1	-4	187	4	2	1	-0.6	0	-4	-0.3	1
CCN(CC(=O)Nc1ccc(NC(C)=O)cc1)C(=O)/C=C/c1cn(-c2ccccc2)nc1-c1ccc(F)cc1	-8	-18	13	-1	5	·	-0.9	-1	21*	-0.1	-1
COCCN(C(=O)CCC(=O)Nc1cc(C)on1)C(C(=O)NC1CCCC1)c1ccc(C)cc1 (centres undefined)	-1	11	-15	5	9	4	2.1	-4	-10	0.3	-2
Cc1cccc(NC(=O)CN(C)S(=O)(=O)c2ccc(-c3ccc(=O)[nH]n3)s2)c1C	-4	-8	8	-7	-5	-1	-1.6	-1	1	-3.8	0
CCn1nc(C)c(CN2CCC(n3nccc3NC(=O)c3ccccc3OC)CC2)c1C	-7	-16	5	7	12	-6	-0.9	2	-7	0.2	-7
CC(C(=O)c1c[nH]c(C(N)=O)c1)c1ncc(C(F)(F)F)cc1Cl (centres undefined)	2	-7	-7	-1	-12	12	-0.1	-1	-6	-0.6	-1
O=C(N[C@H]1C/C=C\C(c2cccc(F)c2)N(Cc2ccccc2)C(=O)C1)OCC1c2ccccc2-c2ccccc21 (some centres undefined)	-3	-7	·	·	-4	-17	-0.2	0	-11	-1.3	-1
CC(=O)Nc1ccc(NC(=O)C(C)OC(=O)/C=C/c2ccc3c(c2)OCO3)cc1 (centres undefined)	7	-12	-11	-2	3	-33	-0.7	-9	4	-0.7	-1
CCc1cc(=O)oc2c(CN3CCN(C)CC3)c(O)ccc12	-3	-6	-10	1	-3	-3	-1.2	0	4	0.7	-6
c1ccc2c(c1)Cc1cc(CN3CCOCC3)ccc1-2	-5	-14	52	-4	-1	16	-1.3	-2	2	0.6	4
COC(c1ccccc1)c1nnc(CCC(=O)N2CCN(C3CCCC3)CC2)o1 (centres undefined)	-10	-1	-8	3	9	4	1.7	0	-9	1.8	-1
Cc1ccccc1OCCCc1c(C)n[nH]c1C	-14	-7	-8	-5	1	-59	0.4	5	-13	-1.8	5
Cc1cccc(NC(=O)CN2CCN(C(=O)CN3C(=O)NC4(CCCCC4C)C3=O)CC2)c1C (centres undefined)	2	-8	·	-3	2	·	-1.4	2	-13	0.2	-3
Cc1ccc(C)c(N(C)C(=O)CCS(=O)(=O)c2cccc3nonc23)c1	-8	11	-8	0	-1	-15	10	-5	-1	2.8	-5
C=CCn1c(=O)c2ccccc2n2c(SCc3nc(N)nc(Nc4ccccc4C)n3)nnc12	2	-4	-2	0	2	-4	-1.5	1	-6	1.2	-4
Cc1cccc(C(=O)Nc2ccccc2-c2nnn(CC(=O)Nc3ccc4c(c3)OCCO4)n2)c1	-5	-4	3	-2	3	9	-4.1	-4	20*	0.8	2
CNC(=O)CN(C1CCCCC1)S(=O)(=O)c1ccc(OC)c(Cl)c1	-4	-7	49	-3	-4	10	0.3	-1	-6	-0.2	4
COc1cc(/C=N/NC(=O)C(=O)NCc2ccco2)ccc1O	-11	1	-6	1	-3	-37	-7.1	-1	-1	3.1	-5
C=C1CC(C(=O)N/N=C/c2ccccc2)C1	-6	-10	-5	-1	8	20	0.3	6	-10	0.4	3
O=[N+]([O-])c1ccc(CSc2ncnc3c2ncn3[C@@H]2O[C@H](CO)[C@@H](O)[C@H]2O)cc1	8	-10	29	·	0	11	0.1	4	2	0.2	-5
Cc1cc(C)c2c3c(sc2n1)C(=O)N(Cc1ccccc1)CC(=O)N3	-8	-10	-9	2	-1	·	-0.6	3	-10	-0.4	3
COc1cc(C(=O)Nc2cc(C)ccn2)ccc1OCC(=O)N1CCOCC1	3	-8	87	-4	-4	2	1.2	-4	-18	-0.6	1

Bioassay records deposited in PubChem by several laboratories.
